HTR2A ag: mouse HTR2A agonism via beta-arrestin recruitment | P35363 | CHO-K1 mHTR2A beta-arrestin complementation, luminescence; percent of 30 µM serotonin response | activation, % at 7.6 µM | hit rate 0.66% among 360,000;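 active means activation above a run cutoff, the mean activation of all tested compounds plus 3 SD, cut at about 14% in these data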;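 further: 0% = plate median of compound wells and 100% = 30 µM serotonin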
Target sequence (P35363 whole entry, looked up): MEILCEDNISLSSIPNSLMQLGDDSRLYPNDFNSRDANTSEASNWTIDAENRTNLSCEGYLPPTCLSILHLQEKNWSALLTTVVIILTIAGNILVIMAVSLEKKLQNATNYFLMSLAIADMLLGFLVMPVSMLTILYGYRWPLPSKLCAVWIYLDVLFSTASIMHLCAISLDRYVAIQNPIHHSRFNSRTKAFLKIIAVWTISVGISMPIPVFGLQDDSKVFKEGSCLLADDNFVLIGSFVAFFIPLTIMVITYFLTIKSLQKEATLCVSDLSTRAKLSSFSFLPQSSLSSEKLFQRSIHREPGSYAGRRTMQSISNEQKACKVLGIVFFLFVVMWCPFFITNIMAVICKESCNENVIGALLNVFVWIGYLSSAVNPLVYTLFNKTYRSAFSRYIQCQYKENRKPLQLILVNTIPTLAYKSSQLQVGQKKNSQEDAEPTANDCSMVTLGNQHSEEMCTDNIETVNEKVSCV
MC4R antag cAMP: blocks human MC4R cAMP signaling; hit rate 0.48% among 360,000; MC4R-expressing cells, MTII-stimulated cAMP, LANCE TR-FRET; inhibition, % at 6.5 µM;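 active means inhibition above its plate's cutoff, the mean of tested wells on that plate plus 3 SD, cut at about 29% in these data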;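 further: 0% = Melanotan II alone and 100% = Melanotan II plus saturating MCL0020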
Target sequence (P32245 whole entry, looked up): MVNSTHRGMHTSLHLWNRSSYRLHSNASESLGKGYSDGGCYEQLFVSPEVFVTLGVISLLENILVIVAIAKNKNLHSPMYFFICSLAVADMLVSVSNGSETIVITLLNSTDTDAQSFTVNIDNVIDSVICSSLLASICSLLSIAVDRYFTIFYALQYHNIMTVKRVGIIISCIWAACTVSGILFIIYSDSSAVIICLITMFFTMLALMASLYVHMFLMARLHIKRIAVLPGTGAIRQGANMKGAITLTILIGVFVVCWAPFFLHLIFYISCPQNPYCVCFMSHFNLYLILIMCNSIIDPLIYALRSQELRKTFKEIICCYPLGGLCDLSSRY
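Assay system: U2OS-MC4R stable cell line; Also added: Melanotan II; Technique: Eu-cAMP/anti-cAMP TR-FRET, emission 671 nm; Times: 30-min compound, 1-h challenge, 1-h detection, room temperature.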
aDG glyco act: alpha-DG glycosylation activation; Pro5-aDG cells, alpha-DG glycosylation AlphaScreen (IIH6); 0% Pro5, 100% B10-LARGE cell signal; activation, % at 10 µM; hit rate 0.22% among 360,000; AID 624168;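 active means activation of at least 8% versus controls, or a plate z-score of at least 8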;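 further: Pro5 are CHO cells carrying HIG-tagged alpha-DG that lacks glycosylation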
N-glyco inh: N-linked glycosylation inhibition | hit rate 0.23% among 360,000 | D54 ERlucT glycosylation luciferase reporter, 24 h; percent of 100 nM tunicamycin response | reporter increase, % at 12.5 µM | AID 588692;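 active means mean luciferase reporter signal, scaled so untreated is 0 and the glycosylation-blocking control 100, at or above a set limit in every replicate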;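 further: luciferase carries N-glycosylation sites so blocking glycosylation raises the light; 0% = median of neutral control wells and 100% = median of 100 nM tunicamycin wells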
Vif inh: inhibitors of HIV Vif; HEK293T cells, Vif self-association by quenched fluorescence, imaging, 24 h; inhibition, % at 7.49 µM; hit rate 0.35% among 340,000; AID 602346; in the data active means inhibition above about 50%, passing the limit was not always enough; further: some results filed as inactive read as strong as hits
ABCB6 inh MLPCN: blocks the human ABCB6 transporter | Q9NP58 | hit rate 0.19% among 360,000 | K562-ABCB6 porphyrin accumulation, flow cytometry, 1 h; stronger effect = lower value | fluorescence ratio to DMSO, % at 10 µM;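 active means fluorescence ratio to DMSO below 75%, the collection mean minus 3 SD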;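 further: signal is porphyrin accumulated inside mitochondria; 100% equals median channel fluorescence of DMSO control wells; lower ratio means ABCB6 inhibition with less porphyrin fluorescence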
PDI turbidity: PDI (human) enzyme inhibition; P07237; PDI insulin aggregation turbidity, A650, 90 min; inhibition, % at 10 µM; hit rate 0.052% among 350,000; AID 588391;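 active means mean inhibition across replicates of 30% or more, whatever share of single replicates reach that level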;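 further: absorbance from insulin aggregation driven by PDI reduction with DTT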
CaV13 FRET inh: Disruptors of the CACNA1D IQ motif to Ca2+-dependent inactivation inhibitor domain association, primary screening, Förster resonance energy transfer in intact living …. HEK cells, CFP/YFP FRET ICDI-IQ, plate reader, 10 min; percent FRET-ratio fall versus neutral wells. inhibition, % at 12.3 µM. hit rate 0.098% among 340,000;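 active means mean replicate inhibition of at least 30% and at least 1% of replicates passing that level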;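 further: 0% = median of the neutral control wells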
Cardio protect: myocardial damage modulation in H9c2 cells; H9c2 cardiomyocytes, H2O2 injury protection, ATPLite, 2 h; protection from H2O2 cell death, % at 20 µM; hit rate 0.63% among 360,000; AID 588492;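 active means compounds giving at least 50% protection of heart cells from peroxide-induced death in the single-dose screen, raw or plate-pattern-corrected value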;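 further: 0% = DMSO wells with peroxide and 100% = DMSO wells without peroxide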
MC4R ag barr: activates human MC4R beta-arrestin recruitment. P32245. U2OS MC4R beta-arrestin complementation, luminescence; percent of melanotan II response, DMSO zero. activation, % at 8.9 µM. hit rate 0.98% among 360,000;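 active means activation above a per-plate cutoff, the mean activation of sample wells on that plate plus 3 SD, cut at about 8% in these data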
Starred values were filed as active, the others as inactive; · = not tested or not shown; & = joins results of further samples.

SMILES	HTR2A ag	MC4R antag cAMP	aDG glyco act	N-glyco inh	Vif inh	ABCB6 inh MLPCN	PDI turbidity	CaV13 FRET inh	Cardio protect	MC4R ag barr
O=C(CSc1nncn1-c1ccccc1F)NC1CCCCC1	-2.3	7.2	-0.1	0.7	30.1	98.0	2.4	-5.4	-2.2	-1.2
COc1cc(C2N(c3ccccc3)CCN2c2ccccc2)cc(OC)c1OC	-4.0	-0.4	-0.3	4.0	-14.7	100.0	-6.6	-5.0	-1.7	-1.6
Cc1ccc(O)c(C2=NOC(O)(C(F)(F)C(F)F)C2)c1 (configuration not stated)	1.7	4.2	0.0	0.1	-1.8	98.0	-3.7	-8.8	-1.5	5.3
O=C(CSc1ccccc1)N(c1ccc(Br)cc1)c1nccs1	-1.8	18.2	0.2	-6.7	-0.5	93.0	2.7	-5.6	-9.5	0.3
O=C(Cn1nc(-c2ccccc2)ccc1=O)Nc1ccc(-n2cnnn2)cc1	-4.2	3.4	0.2	-1.0	6.1	96.0	0.2	-3.7	-2.6	-0.6
O=C1C2C3C=CC(C3)C2C(=O)N1c1ncc([N+](=O)[O-])s1 (configuration not stated)	0.9	0.9	0.2	0.2	20.9	94.0	5.5	-11.0	7.7	-0.8
COCCCNCCOc1ccc(C)cc1[N+](=O)[O-]	-1.4	-3.4	0.1	0.4	5.4	104.0	0.5	-2.3	0.0	0.4
O=C(c1cccs1)N1CCCC(c2nc3c(nnn3Cc3ccc(F)cc3)c(=O)[nH]2)C1 (configuration not stated)	-1.6	-1.6	0.0	0.8	9.3	89.0	10.9	-6.9	5.0	0.7
CCCCNc1c(-c2ccc(OC)c(SC(C)CC)c2)nc2cc(C)ccn12 (configuration not stated)	-8.6&-10.8	23.0	2.4&0.6	-5.8	-3.8	103.0&105.0	5.6	-5.0&-10.3	-29.4	-1.9
CCOC(=O)Cn1c(S(=O)(=O)Cc2ccc(F)cc2)nc(-c2ccccc2)c1-c1ccccc1	-0.8	6.8	0.0	-15.2	-5.7	88.0	2.5	-7.0	-0.7	-0.1
COC(=O)c1ccc(NC(=O)COc2cccc(-n3cnnn3)c2)cc1	1.7	-0.4	0.2	1.4	-3.9	88.0	-2.1	-16.5	3.9	-1.2
COc1ccccc1NS(=O)(=O)c1cc(NC(=O)c2cc3ccccc3oc2=O)ccc1C	1.9	18.6	-0.1	-4.2	-1.6	87.0	1.4	·	2.2	1.6
O=C(Oc1ccc2c(-c3ccccc3)cc(=O)oc2c1)c1cccs1	0.8	-0.7	-0.3	-4.0	-8.9	90.0	5.6	-3.5	39.7	-0.1
COc1ccc(NC(=S)N2CCC(Cc3ccccc3)CC2)cc1OC	-1.1	-1.9	0.2	-0.2	-3.7	91.0	-2.2	-2.2	-12.8	0.4
O=C(NCCc1ccc(F)cc1)c1cccc2c1C(=O)c1ccc(N3CCC(Cc4ccccc4)CC3)cc1S2(=O)=O	-3.0	11.5	0.4	-3.9	3.4	225.0	10.0	·	-3.7	-0.9
O=C(NCC(c1cccs1)N1CCOCC1)c1ccccc1NS(=O)(=O)c1cc([N+](=O)[O-])ccc1Cl (configuration not stated)	-4.5	6.7	-0.1	-0.2	11.3	101.0	-1.9	-11.5	-9.9	0.0
COc1ccc(-n2nc3c(c2NC(=O)c2ccc(Br)cc2)CS(=O)C3)cc1 (configuration not stated)	4.9	9.2	0.1	2.3	9.4	100.0	-10.3	-7.3	-0.4	0.0
Cc1nc2ccccc2c(=O)n1/N=C/c1ccccc1F	5.3	4.8	0.0	2.4	21.3	97.0	0.5	-18.5	-3.3	-1.5
O=[N+]([O-])c1ccccc1S(=O)(=O)Nc1cccc(-c2ccc3nncn3n2)c1	-5.1	4.8	-0.2	2.0	-10.2	101.0	0.1	-6.7	12.9	-0.3
CCO[C@H]1OC(C(=O)N2CCN(C)CC2)=C[C@@H](c2ccc(C(F)(F)F)cc2)[C@@H]1CCCO	4.8	8.7	0.5	4.6	3.0	97.0	-1.7	-10.3	-3.1	-1.4
COCCNC(=O)C1(C)CCCN(C(=O)c2cc(F)ccc2C)C1 (configuration not stated)	-2.8	7.7	-0.2	1.1	3.3	104.0	-2.9	-4.4	-9.2	-1.8
CN1CCN(CC(=O)Nc2ccccc2Oc2ccccc2)CC1	-5.7	-1.7	1.1	1.9	-8.8	100.0	11.1	-13.8	-3.4	-0.2
CCC(C)Sc1nnc(-c2c[nH]c3ccccc23)n1CCOC (configuration not stated)	-4.4	5.7	0.5	0.9	6.9	99.0	-4.7	-8.2	3.2	-1.2
CC(=O)Nc1cccc(NC(=O)CSc2nccn2Cc2ccco2)c1	2.3	6.3	0.1	-0.2	-0.7	100.0	-1.9	·	-1.6	-3.3
COc1ccccc1NC(=O)Nc1nnc(CC(=O)Nc2cccc(C)c2)s1	-0.4	5.6	0.0	2.1	-4.4	98.0	1.1	-5.3	21.5	-0.6
(continued)
SMILES	HTR2A ag	MC4R antag cAMP	aDG glyco act	N-glyco inh	Vif inh	ABCB6 inh MLPCN	PDI turbidity	CaV13 FRET inh	Cardio protect	MC4R ag barr
COc1ccccc1-c1ccc(SCc2cccc(F)c2)nn1	-5.9	8.2	0.1	-1.6	-11.6	96.0	0.1	-2.5	-25.5	-0.3
CCCCSc1nnc([C@@H](NC(=O)OC(C)(C)C)C(C)C)o1	-1.9	15.5	0.0	-0.3	-4.0	101.0	-1.3	-5.9	1.7	-1.6
CN(CCC#N)C(=S)NC(=O)c1ccc(S(=O)(=O)N2CCOCC2)cc1	9.1	2.6	-0.1	-3.3	5.8	102.0	-3.9	-3.4	1.8	0.0
Fc1ccc(/C=N/Nc2nc(-c3cccnc3)nc3ccccc23)cc1	0.6	-1.6	-0.1	-2.9	-6.6	95.0	2.8	-4.4	-10.7	-2.4
COc1ccccc1OCCn1cc(C(=O)O)c2ccccc21	1.5	27.5	0.1	1.6	-5.3	101.0	0.7	-4.9	-2.8	2.1
CN1C(=O)c2ccccc2N(C)C1c1ccc(F)cc1 (configuration not stated)	0.8	10.7	0.0	-0.8	2.6	105.0	1.2	-3.6	-4.6	-1.8
O=C(CCCc1nc2ccccc2s1)NC1CCOC1=O (configuration not stated)	1.7	7.7	0.0	0.2	-3.6	100.0	0.4	13.3	-5.3	-1.0
CCNC(=S)N(Cc1cc2cc(C)ccc2[nH]c1=O)C1CCCC1	3.7	15.5	0.3	0.5	41.4	98.0	0.5	-5.3	-1.9	0.9
CCCCc1c(C)[nH]c(C(=O)OCC)c1C	1.8	-9.2	0.1	-0.4	-9.8	100.0	3.2	5.2	-6.3	4.5
CCOC(=O)c1c(C)oc(=O)c(CC)c1O	9.0	-1.9	-0.1	3.9	-0.3	91.0	-6.6	-16.8	9.7	-1.7
CCN1C(=O)CC(c2ccco2)Sc2ccccc21 (configuration not stated)	-1.8	-2.1	0.0	7.3	-0.8	100.0	-7.6	-3.6	4.0	-0.2
O=C(Cc1coc(-c2ccc(F)cc2)n1)NC1CCCCC1	0.0	4.2	0.2	1.4	-7.4	87.0	-7.6	·	7.8	-1.0
Cc1c(CCOC(=O)c2cc([N+](=O)[O-])ccc2Cl)sc[n+]1CCCCS(=O)(=O)[O-]	6.1	-6.2	-0.2	0.6	0.1	89.0	-2.6	0.4	12.8	-2.7
O=C(CCC(=O)c1ccc(Br)cc1)Nc1cccc(C(F)(F)F)c1	-2.4	9.6	-0.2	1.1	34.8	96.0	-1.8	-6.8	7.3	2.1
CC(=O)c1sc(NC(=O)c2ccc(Cn3cc(Br)cn3)o2)nc1C	-6.8	7.1	-0.1	2.6	5.0	101.0	-0.3	-6.8	8.5	1.2
Cc1ccc(S(=O)(=O)NCC(=O)N2CCN(c3ccccc3F)CC2)cc1	1.6	-13.6	0.0	1.8	6.1	99.0	1.4	·	2.2	0.3
Cc1ccc(C(=O)NCC(=O)NC23CC4CC(CC(C4)C2)C3)cc1	6.6	2.4	-0.4	0.8	-1.4	102.0	-1.2	-3.4	0.6	-1.3
COc1cccc2cc(C(=O)NC(C)c3ccccc3)c(=O)oc12 (configuration not stated)	-1.2	21.5	0.2	0.7	1.2	96.0	4.6	-18.2	13.0	-0.8
CCCCc1cc(=O)oc2cc(OCC(=O)Nc3cccnc3)c(Cl)cc12	-2.0	7.4	1.0	-2.5	1.9	95.0	-8.2	-6.8	-17.6	-0.9
CN(C)N=Nc1nc[nH]c1C(N)=O	3.0	3.0	0.0	-4.8	-6.7	98.0	-18.1	-4.6	9.8	-0.4
COc1ccc(C)c(NC(=O)C2CC(=O)NC3=C2C(=O)CCC3)c1 (configuration not stated)	-1.9	17.0	-0.1	2.3	-12.4	100.0	-3.8	-4.4	6.2	-2.3
CCCc1nc(-c2ccccc2O)n(-c2ccccc2)n1	9.2	0.6	0.5	-1.4	·	95.0	0.8	-4.8	2.9	-1.9
CC(C)(C)c1ccc(CC(=O)N2CCC2(C)C(=O)O)cc1 (configuration not stated)	-3.5	3.2	0.0	1.6	1.2	95.0	-15.4	-5.9	0.3	-1.7
COCCNc1c(-c2ccc(OC)cc2)nc2ccc(Cl)cn12	10.7	-9.8	0.1	1.6	1.3	101.0	-8.9	-5.0	-4.5	5.2
Cc1ccc(/C=N/NC(=O)CSc2nc3nc(C)cc(C)n3n2)cc1	-0.7	-1.2	0.1	5.3	2.7	95.0	-2.0	-8.8	-0.6	-1.0
CC1CC(C)(C)N(C(=O)CN2C(=O)CCC2=O)c2ccccc21 (configuration not stated)	7.7	-6.5	0.0	1.7	-3.0	91.0	3.5	-2.4	2.7	2.5
Cc1nc(C(F)(F)F)ccc1C(=O)N1CCC(C)(C(=O)O)C1 (configuration not stated)	-0.7	14.2	-0.1	5.7	2.9	101.0	5.1	-4.8	3.3	-0.4
COc1ccc(N/C=C(\[N+](=O)[O-])S(=O)(=O)c2ccccc2)cc1	-6.5	-0.5	-0.1	2.2	·	84.0	3.9	-3.1	5.1	-2.8
COc1ccc2[nH]c(C(=O)O)c(NC(=O)c3cc(OC)c(OC)c(OC)c3)c2c1	6.8	-11.5	0.0	1.2	9.2	96.0	-0.5	-17.7	-1.8	-0.4

Part of the list above, field by field.
Cc1ccc(C(=O)NCC(=O)NC23CC4CC(CC(C4)C2)C3)cc1
  HTR2A ag = 6.6	MC4R antag cAMP = 2.4	aDG glyco act = -0.4	N-glyco inh = 0.8	Vif inh = -1.4	ABCB6 inh MLPCN = 102.0	PDI turbidity = -1.2	CaV13 FRET inh = -3.4	Cardio protect = 0.6	MC4R ag barr = -1.3
COc1ccccc1NS(=O)(=O)c1cc(NC(=O)c2cc3ccccc3oc2=O)ccc1C
  HTR2A ag = 1.9	MC4R antag cAMP = 18.6	aDG glyco act = -0.1	N-glyco inh = -4.2	Vif inh = -1.6	ABCB6 inh MLPCN = 87.0	PDI turbidity = 1.4	CaV13 FRET inh = ·	Cardio protect = 2.2	MC4R ag barr = 1.6
